# Assay outcomes as filed in PubChem.
# EPAC2 antag: EPAC2 (human) antagonism; Q8WZA2; EPAC2 GEF exchange of Rap1B-BODIPY-GDP, fluorescence; Potency, µM (doses to about 114 µM), for inactives: at the highest dose activity, negative = inhibition, usual class: inhibitors; 0.18% of 360,000 active; also: potency is read from the fitted curve at half-maximal effect; % is scaled to controls: 0 for no effect and ±100 for the full control effect; nearly all actives have a fitted effect of over 45% in size; many of its hits are not listed in these tables
# CCT chaperon mod: changes cytosolic chaperonin activity | purified chaperonin ATPase assay, HTRF ADP detection, 30 min | activity change, % (concentration not given with the values), hits read low | AID 651819 | 0.3% of 360,000 active; in the data active = activity change below about -30%; also: % is scaled to controls: 0 for no effect and ±100 for the full control effect
#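 Enzyme 40 or 20 nM (batch-dependent) in Tris pH 7.4/KCl/MgCl2/DTT; cpd 76 uM single point; ATP 10 uM; 30 min 37 °C; Transcreener ADP HTRF detection, 30 min RT; ratio 665/615.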
# PI5P4K alpha inh: blocks human PI5P4K alpha kinase activity | 1.2% of 330,000 active | max response, % | P48426 | AID 652105 | PI5P4Kalpha enzyme, ADP-Glo luminescence, 60 min; active compounds read low; active = max response of -50% or lower; inconclusive = between -30% and -50%; inactive = -30% or higher; also: value at the top dose of about 77 µM; % is scaled to controls: 0 for no effect and ±100 for the full control effect
#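 Reactions run in 0.038 M HEPES pH 7.4, 0.28 mM EGTA, 0.1% CHAPS and 5% DMSO, with PI5P4Kalpha, substrate, compound and 5 microM ATP final, one hour at room temperature. Readout is ADP-Glo luminescence.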
# EPAC1 ag: activates human EPAC1 exchange factor | O95398 | EPAC1 agonist qHTS, biochemical assay; response scale: 100% = response to 6.5 mM cAMP | Potency, µM (highest dose often 154 µM), without a hit: at the highest dose activation, hits mostly activators | 0.073% of 360,000 active; also: potency is read from the fitted curve at half-maximal effect; nearly all actives have a fitted effect of over 60% in size
#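 Multi-concentration qHTS readout: loss of Rap1B-bound BODIPY-GDP fluorescence driven by 100 nM EPAC1 with excess GDP (50 uM), monitored kinetically at room temperature; agonist response expressed relative to 6.5 mM cAMP.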
# EPAC1 antag: EPAC1 (human) antagonism; O95398; EPAC1 GEF assay, Rap1b-BODIPY-GDP exchange fluorescence; Potency, µM (highest dose often 115 µM), for inactives: at the highest dose activity change, negative = inhibition, hits mostly inhibitors; 0.14% of 360,000 active; AID 720709;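 also: potency is read from the fitted curve at half-maximal effect; plate controls were vehicle for no effect and positive control for full effect; nearly all actives have a fitted effect of over 50% in size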
# WRN inhibitor: WRN helicase (human) inhibition; 0.46% of 360,000 active; WRN helicase unwinding, fluorescent forked duplex, kinetic; Potency, µM (highest dose often 114 µM), for the others: top-dose activity change, negative = inhibition, actives largely listed as inhibitors; also: potency is read from the fitted curve at half-maximal effect; % is scaled to controls: 0 for no effect and ±100 for the full control effect; nearly all actives have a fitted effect of over 55% in size
#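 WRN at 20 nM final preincubated with compound 15 min at room temperature; reaction started with 100 nM fluorophore/quencher forked duplex oligonucleotide and 2 mM ATP final. Unwinding followed kinetically by red fluorescence (ex 525, em 598 nm).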
# PLK1 PBD block: PLK1 (human) polo-box domain binding inhibition. P53350. Plk1 PBD binding of FITC phosphopeptide, fluorescence polarization. Potency, µM, for the others: max response, negative = inhibition, most hits filed as inhibitors. 2.8% of 360,000 active. AID 720504; also: potency is read from the fitted curve at half-maximal effect; series mostly up to about 57 µM; % is scaled to controls: 0 for no effect and ±100 for the full control effect; nearly all actives have a fitted effect of over 65% in size
# MmCpn inh: inhibitors of Methanococcus maripaludis chaperonin (MmCpn); 0.031% of 330,000 active; AID 504842; Potency, µM (top dose mostly 76.9 µM), inactives show top-dose activity, negative = inhibition, hits mostly inhibitors; purified Mm-Cpn ATPase, ADP Transcreener TR-FRET; also: potency is read from the fitted curve at half-maximal effect; % is scaled to controls: 0 for no effect and ±100 for the full control effect; nearly all actives have a fitted effect of over 80% in size
#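 Purified archaeal chaperonin (25 nM final) was preincubated with compound for 10 min at 37°C, then ATP (10 uM final) was added for 30 min at 37°C in Tris pH 7.4/KCl/MgCl2/DTT buffer. ADP was quantified by HTRF Transcreener TR-FRET.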
# An asterisk follows results filed as active; ? = inconclusive; . = no result given; [ ] = another dose, or the depositor's remark. Unless noted, calls follow the shape of the dose curve; as a rule, active = well fitted curve in the direction sought with a large enough effect; inconclusive = small, poorly fitted or top-dose-only effect, or another doubt; inactive = no such curve, though single readings can be large; an effect the other way counts as inactive or inconclusive.
no.	Molecule	WRN inhibitor	PI5P4K alpha inh	EPAC2 antag	EPAC1 antag	CCT chaperon mod	PLK1 PBD block	EPAC1 ag	MmCpn inh
1	O=C(NCC1CCCO1)c1ccc2c(c1)S(=O)(=O)c1ccccc1C2=O (stereo not given)	3%	-7	5%	6%	-3.5	-9%	5%	.
2	O=C(CCN1C(=O)c2ccccc2C1=O)Nc1cccc(S(=O)(=O)N2CCCCC2)c1	0%	-3	1%	-1%	2.8	4%	0%	0%
3	Cc1ccc(/C(N)=N/OC(=O)c2cc(-c3ccccc3)nc3ccccc23)cc1	1%	0	11%	1%	-3.4	-4%	-7%	-15%
4	O=C(Cn1c(-c2ccccc2Cl)nc2ccccc21)Nc1cccc(Cl)c1	3%	-6	1%	-22%	-1.0	-7%	-2%	-1%
5	COc1ccc(-n2c(=S)[nH]c3cc(C(=O)N4CCN(c5ccccc5)CC4)ccc3c2=O)c(OC)c1	6%	-2	4%	-1%	1.5	-5%	3%	2%
6	O=C(O)c1ccc(Cl)cc1Nc1nc2cc(Cl)ccc2o1	-11%	-17	-22%	-11%	1.4	19µM*	-2%	3%
7	COCCNC(=O)CSc1nc(-c2ccccc2)c(-c2ccccc2)o1	-14%	.	-13%	-17%	-3.1	-3%	4%	-3%
8	C=C1C(=O)[C@]23C[C@H]1CCC2[C@@]1(C)C(C[C@@H]3O)[C@](C)(C(=O)O)CC[C@@H]1O (stereo not given in full)	-29%	3	-10%	-22%	-1.6	?	6%	.
9	c1ccc(C[n+]2cccc3c4ccccc4ccc32)cc1	-5%	0	3%	17%	-8.5	-1%	3%	-1%
10	c1ccc(-c2cc3c(-n4cccc4)ncnc3o2)cc1	?	6	8%	10%	-0.9	-2%	-8%	-4%
11	CCc1ccccc1NC(=O)c1cc(-c2ccc(OC)cc2)on1	-5%	0	-3%	6%	1.1	-5%	7%	1%
12	O=C1C2C3C=CC(C4CC34)C2C(=O)N1c1nccs1 (stereo not given)	-10%	12	12%	12%	0.7	-2%	-4%	1%
13	COc1ccc(-c2csc(Nc3ccc(C)cn3)n2)cc1OC	-5%	-3	2%	-8%	-3.4	1%	3%	-5%
14	NC(=O)C1(N2CCCCC2)CCN(C(=O)NC23CC4CC(CC(C4)C2)C3)CC1	-8%	1	-6%[57.1 µM]	-14%	0.6	-5%	8%	0%
15	Cc1ccc2nc(-c3cccc(Br)c3)cc(C(=O)NCC3CCCO3)c2c1 (stereo not given)	2%	15	0%	-6%	0.9	-10%	1%	0%
16	Cc1ccccc1C(=O)NCCc1nnc(SCC(=O)Nc2nc(-c3ccccc3)cs2)n1C	1%	-4	6%	-17%	-0.8	-8%	11%	-1%
17	COc1ccc(-n2nc([N+](=O)[O-])c(=NCCc3cccc(C)c3)n2O)cc1	-7%	0	-15%	-29%	-6.2	-10%	5%	-4%
18	CCOC(=O)Cc1csc(NC(=O)CN2CCN(c3ccccc3)CC2)n1	-6%	-2	3%	4%	-0.4	-10%	15%	0%
19	COc1cc(C(=S)N2CCN(c3cccc(Cl)c3)CC2)ccc1O	-9%	?	10%	4%	-9.1	4.7µM*	-5%	-2%
20	C=CCOC(=O)C1=C(C)NC(C)=C(C(=O)OCC=C)C1c1ccc(O)cc1	-5%	-6	-19%	-14%	-0.8	-6%	-5%	-2%
21	O=C(/C=C/c1ccccc1)C1=C(O)C(=O)N(CCO)C1c1cccc([N+](=O)[O-])c1 (stereo not given)	4%	-10	3%	11%	1.2	-6%	-2%	-2%
22	CC(C)NC(=O)COC(=O)/C=C/c1ccco1	-8%[57.1 µM]	2	7%	-4%	2.6	-4%	-1%	0%
23	COc1cc(N=C(N)N=C(N)N)cc(OC)c1	3%	-5	5%	5%	-3.5	-5%	-2%	-1%
24	COc1ccc(NC(=S)NCCc2ccccc2)c(C)c1	-3%	0	3%	-28%	-0.2	-4%	-16%	-2%
25	C[C@H](CO)N1C[C@H](C)[C@@H](CN(C)S(=O)(=O)c2cccs2)Oc2ccc(NC(=O)c3ccncc3)cc2C1=O	3%	-8	-10%	0%	-1.0	-10%	-12%	0%
26	COCC(C)NC(=O)c1ccc(-n2nc(C(F)(F)F)cc2-c2cccs2)cc1 (stereo not given)	-4%	0	-4%	-3%	1.4	-19%	7%	-1%
27	CCOC(=O)N1CCN(c2cc(=O)n(C)c(=O)n2C)CC1	-1%	2	3%	2%	-1.4	2%	3%	0%
28	C=CCn1c(SCC(=O)Nc2ccc(O)cc2)nc2sc(CC)cc2c1=O	-6%[57.1 µM]	-5	-3%	-5%	0.2	-5%	4%	-5%
29	O=C(Nc1cccc(-n2cnnn2)c1)C1CCCN(C(=O)Cc2cccc(Cl)c2)C1 (stereo not given)	10%	-16	-13%	-1%	1.6	-4%	1%	.
30	CN(CCNC(=O)CCNC(=O)Cn1ccc2ccccc2c1=O)Cc1ccccc1	0%	0	2%	16%	1.4	-8%	-2%	1%
31	COc1cccc(-c2nnc(SCC(=O)N3CC(C)CC(C)C3)o2)c1 (stereo not given)	3%	3	0%	-12%	-3.2	-9%	18%	1%
32	O=C(CN1C(=O)COc2ccc(Cl)cc21)Nc1ccc2c(c1)OCCO2	-5%	.	-4%	-24%	-1.7	-9%	4%	-2%

# Fetched by structure from the entries so far (3):
no.	Molecule	WRN inhibitor	PI5P4K alpha inh	EPAC2 antag	EPAC1 antag	CCT chaperon mod	PLK1 PBD block	EPAC1 ag	MmCpn inh
18	CCOC(=O)Cc1csc(NC(=O)CN2CCN(c3ccccc3)CC2)n1	-6%	-2	3%	4%	-0.4	-10%	15%	0%
19	COc1cc(C(=S)N2CCN(c3cccc(Cl)c3)CC2)ccc1O	-9%	?	10%	4%	-9.1	4.7µM*	-5%	-2%
8	C=C1C(=O)[C@]23C[C@H]1CCC2[C@@]1(C)C(C[C@@H]3O)[C@](C)(C(=O)O)CC[C@@H]1O (stereo not given in full)	-29%	3	-10%	-22%	-1.6	?	6%	.

# Additional entries.
no.	Molecule	WRN inhibitor	PI5P4K alpha inh	EPAC2 antag	EPAC1 antag	CCT chaperon mod	PLK1 PBD block	EPAC1 ag	MmCpn inh
33	Cc1c(C)c2c(OCC(=O)NCc3ccncc3)cc3c(c2oc1=O)CCC(C)(C)O3	0%	-1	24%	-1%	0.6	3%	1%	0%
34	NS(=O)(=O)c1ccc(NC(=O)Nc2ccccc2)cc1	5%	3	5%	5%	-0.6	6%	0%	0%
35	COc1ccc(-c2cn(-c3ccccc3)c(=S)[nH]2)cc1OC	-10%	-25	-20%	11%	-1.3	21µM*	4%	-13%
36	COC(=O)c1cccc(C(=O)N2CCC(CO)(Cc3ccccc3Cl)CC2)c1	-4%	10	-5%	-12%	-1.1	-6%	-3%	-1%
37	CS(=O)(=O)c1ccc(Cl)c(NC(=O)C2CCN(S(=O)(=O)c3cccs3)CC2)c1	11%	-5	4%	-16%	-0.3	-15%	1%	2%
38	COc1ccc(-c2c3c(=O)n(C)c(=O)n(C)c3cn2Cc2cccnc2)cc1	9%	-5	7%	0%	-6.1	-21%	-9%	?
39	CSc1oc(-c2ccccc2)nc1S(=O)(=O)c1ccc(C)cc1	-17%	10	16%[57.1 µM]	-4%	1.1	0%	2%	-6%
40	O=C(COc1ncnc2scc(-c3ccc(Cl)cc3)c12)NCc1ccco1	-4%	-18	4%	1%	-1.7	-1%	-4%	-2%
41	CCc1nnc(NC(=O)CSc2nc3c(c(=O)n2C)SC(C)C3)s1 (stereo not given)	3%	-2	11%	-1%	-0.5	3%	-11%	0%
42	Cc1ccc(C(=O)N2CCCC(C(=O)Nc3cccc(-c4ccc(F)cc4)c3)C2)cn1 (stereo not given)	0%	-2	1%	-16%	-2.5	-13%	-8%	-1%
43	CCNC(=O)C1CCCN(c2nc(C)cc(C)n2)C1 (stereo not given)	1%	-2	0%	2%	-3.0	5%	-4%	?
44	CCOc1cccc(C(=O)NC(=S)Nc2ccc(Cl)cc2C(=O)O)c1	-19%	-60*	7%	6%	-1.3	5.3µM*	6%	-1%
45	Cc1ccc(S(=O)(=O)N2CCC(C(=O)N3CCc4ccccc43)CC2)cc1	-7%	1	-2%	-15%	-1.7	-3%	12%	0%
46	Cn1c(Cc2nc(-c3cnccn3)no2)nnc1SCC(=O)Nc1ccccc1	8%	0	1%	20%	0.8	-8%	-1%	-1%
47	O=C(COc1ccccc1)Nc1ccccc1NS(=O)(=O)c1cccs1	-3%	-7	-6%	-6%	2.4	-2%	-4%	-1%
48	CCC(OC(=O)c1nsc(Cl)c1Cl)C(=O)NCCc1ccccc1 (stereo not given)	-3%	1	-11%	7%	1.2	-7%	9%	0%
49	Cc1ccc(S(=O)(=O)NCC(=O)N(CC(=O)NCc2ccccc2)CC2CCCO2)cc1 (stereo not given)	-25%	8	-1%	-20%	0.0	-11%	-1%	-2%
50	Cc1c(NC(=O)Nc2ccc(F)cc2)c(=O)n(-c2ccccc2)n1C	11%	2	0%	-7%	2.0	-10%	8%	1%
51	COc1ccc(/C=C2\SC(=S)NC2=O)cc1OS(=O)(=O)c1ccc(NC(C)=O)cc1	?	-88*	50µM*	?	0.5	?	-7%	0%
52	CCCCN(CCCC)C(=O)c1cc(Cl)ccc1[N+](=O)[O-]	-3%	8	-19%	-21%	0.6	-3%	-8%	-3%
53	Cc1ccc(NC(=O)NCc2c(C)nn(C)c2C)cc1Cl	0%	4	-5%	-13%	-1.1	-5%	1%	1%
54	CC(C)N(C(=O)[C@H]1C[C@H](CC(=O)NCc2ccco2)C(=O)N2CCc3c([nH]c4cc(-c5ccco5)ccc34)[C@]12C)C(C)C	-7%	-20	1%	?	1.9	-26%	-15%	0%
55	COc1cc2c(cc1NC(=O)CCC(=O)O)oc1ccccc12	-2%	-1	-1%	11%	-1.3	-11%	-2%	-5%
56	O=C(CC1(O)C(=O)Nc2ccccc21)c1ccc(-n2cccc2)cc1 (stereo not given)	-2%	-30	-1%	8%	-2.8	1%	1%	-2%
57	CC(C)C1Oc2ccccc2N(CC(=O)N(C)C2CCCCC2)C1=O (stereo not given)	-3%	-2	8%	-7%	-0.9	-21%	1%	1%
58	COc1ccccc1C(=O)C1CCCN(C(=O)c2cc(C(C)C)no2)C1 (stereo not given)	-3%	-3	18%	4%	-1.4	-15%	-11%	-4%
59	CSc1ncccc1C(=O)OCC(=O)NCc1ccccc1	-19%	6	-1%	1%	0.2	-3%	4%	1%
60	CC1(C)Cc2cccc(OCC(=O)NCc3cccs3)c2O1	-11%	1	-18%	?	1.3	-7%	22%	2%

# Some of the compounds tested, so the mix of outcomes need not match the whole.
